Screening results: PubChem BioAssay, several laboratories
GPR55 activation: selective activators of receptor GPR55 – imaging, U2OS cells, beta-arrestin-GFP redistribution, primary screen (AID 1961); hit rate 0.048% among 290,000; activation, % at 10 µM, or EC50 in µM where a hit was titrated; U2OS GPR55 beta-arrestin-GFP redistribution imaging; higher % means a stronger effect;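 active = activation above 40% with more than 50 cells counted in the well; inconclusive = wells holding fewer than 50 cells, flagged as toxic or sparse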;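 note: U2OS osteosarcoma cells stably expressing GPR55 and beta-arrestin-GFP; plate controls were DMSO negative control for no effect and LPI positive control for full effect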
GPR55 LPI antagonism: inhibition of LPI-stimulated GPR55 beta-arrestin translocation – imaging, U2OS, beta-arrestin-GFP, LPI agonist, primary screen (AID 2013). U2OS GPR55 beta-arrestin-GFP translocation imaging, LPI antagonism; higher % means a stronger effect. inhibition, % at 10 µM; hits with a dose series show IC50 in µM. hit rate 0.13% among 290,000;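 active = spots per cell inhibited over 60%, with over 100 cells counted and total cytoplasm intensity under 500,000; inconclusive = wells with under 100 cells, flagged as likely toxic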;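 note: U2OS cells stably carrying GPR55 and arrestin-GFP stimulated by 5 µM LPI near EC80; imaged beta-arrestin-GFP aggregate spots per cell after agonist stimulation; plate controls were LPI-stimulated DMSO wells for no effect and DMSO wells without LPI for full effect; some results filed as inactive read as strong as hits; confirmed hits need IC50 under 10 µM and bright autofluorescent wells are also inconclusive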
Myeloid diff 2: compounds promoting myeloid differentiation; calls only at 10 µM; ER-HoxA9 myeloid progenitors, lysozyme-GFP differentiation, flow cytometry; hit rate 1% among 360,000; AID 624256;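 active = normalized GFP-positive differentiation at or above the plate's own cutoff, the solvent-only control mean plus 3 SD; inconclusive = no clear call, values can overlap the other calls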;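 note: cells exposed to compound for four days before flow analysis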
T cell HTS: modulates CD8 T cell binding to vesicles; 2C CD8+ T cell-vesicle binding, flow cytometry; hits give low values; calls only at 7 µM; hit rate 0.068% among 330,000;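 active = response, share of CD8 T cells binding vesicles, and their 90th percentile fluorescence all below set limits, cut at about 80% in these data, passing the limit was not always enough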
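incubation = binding step 1.5 h, 37 °C, antibody labelling 20 min, ice | test system = 2C mouse CD8+ T cells | read-out basis = percent CD8+ FL2 mean versus row control | controls = Peptide-free naked vesicles (low) and QL9 vesicles with 0.7% DMSO vehicle (high) | detection = flow cytometry of vesicle-bound cells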
NTR1 agonist: agonists of NTR1, primary screen, imaging, U2OS cells, beta-arrestin-GFP, high content (AID 493036). P30989. NTR1-U2OS beta-arrestin-GFP spot imaging, agonist mode. activation, % at 20 µM. hit rate 0.17% among 330,000;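 active = activation at or above 40% of the spot to cytoplasm intensity ratio, with at least 20 cells analyzed; inconclusive = wells under 20 cells, flagged as cytotoxic or low count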;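 note: 0% = DMSO without peptide and 100% = 100 nM NTR1 peptide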
Target sequence (P30989 whole entry, looked up): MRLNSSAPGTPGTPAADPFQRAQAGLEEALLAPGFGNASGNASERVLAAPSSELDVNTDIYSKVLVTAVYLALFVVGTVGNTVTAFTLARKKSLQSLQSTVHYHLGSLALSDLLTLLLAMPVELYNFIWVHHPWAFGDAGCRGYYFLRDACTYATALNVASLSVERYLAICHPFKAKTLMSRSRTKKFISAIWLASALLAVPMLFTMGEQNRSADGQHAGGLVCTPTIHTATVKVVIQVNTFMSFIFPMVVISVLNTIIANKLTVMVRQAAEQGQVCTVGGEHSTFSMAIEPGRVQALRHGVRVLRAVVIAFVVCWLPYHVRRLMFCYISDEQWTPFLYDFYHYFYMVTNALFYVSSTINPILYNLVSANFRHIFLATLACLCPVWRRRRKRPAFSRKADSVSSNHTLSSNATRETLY
NOD2 inhibition: NOD2 signaling inhibitors, cell-based, luminescence, uHTS, HEK293 (AID 1566); one-dose inhibition, % at 4 µM; EC50 in µM for titrated hits; HEK293 NOD2/NF-kB luciferase reporter, luminescence; higher % means a stronger effect; hit rate 0.63% among 290,000; note: many of its hits are not listed in these tables
KOR beta-arrestin-1: kappa opioid receptor activators – cell-based, luminescence, uHTS, primary screen (AID 1777); hit rate 0.02% among 280,000; activation, % at 10 µM; hits with a dose series show EC50 in µM; KOR beta-arrestin recruitment, luminescence; higher % means a stronger effect; in the data active = activation above about 50%, passing the limit was not always enough; note: a part of the inactive calls stands beside numbers as strong as those of hits
KOR beta-arrestin-2: KOR antagonists, beta-arrestin recruitment, cell-based, luminescence, uHTS (AID 1778); KOR beta-arrestin recruitment, luminescence, antagonist mode; higher % means a stronger effect; one-dose inhibition, % at 10 µM; IC50 in µM for titrated hits; hit rate 0.091% among 290,000; note: strong numbers were not always called active
NOD1 NF-kB reporter: NOD1 signaling inhibitors, primary screen, cell-based, luminescence, uHTS (AID 1578); NOD1-driven NF-kB luciferase reporter cells, luminescence; higher % means a stronger effect; one-dose inhibition, % at 4 µM; EC50 in µM for titrated hits; hit rate 1% among 290,000; in the data active = inhibition mostly above about 36%, no sharp cut-off; inactive = mostly below about 34%;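 note: HEK-293T reporter cells stimulated with the NOD1 agonist gamma-tri-DAP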
T cell HTS vesicle-bound %: also measured in T cell HTS; calls as there; double positive events, %; measured here: CD8+ vesicle-bound cell fraction;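 binding gate set so that unloaded-vesicle control wells show 10% double positive cells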
NTR1 agonist cell count 20 µM: second read-out of NTR1 agonist, no call of its own (marks repeat the call); cell count; measured here: cell count, cytotoxicity flag
Myeloid diff 2 GFP+ MAC1+ %: also measured in Myeloid diff 2; calls as there; GFP+ MAC1+ double positive, %; measured here: differentiation confirmed by MAC1 staining
Starred values were filed as active, the others as inactive; i = inactive; ? = inconclusive; / = not tested or not shown; + = active, no number; [ ] = remark or other dose. Cut-off read from the data, not from the text of the source, unless noted: active = inhibition above about 50%; inactive = the rest. This is a subset; rates above refer to the full screens.

Order of values: KOR beta-arrestin-1	Myeloid diff 2 GFP+ MAC1+ %	NTR1 agonist	Myeloid diff 2	GPR55 activation	T cell HTS	NTR1 agonist cell count 20 µM	T cell HTS vesicle-bound %	GPR55 LPI antagonism	KOR beta-arrestin-2	NOD2 inhibition	NOD1 NF-kB reporter
- COc1ccc(C(=O)Nc2cc3c(cc2N2CCCCC2)n(C)c(=O)n3C)cc1OC
  0.4%	/	3.4	?	-0.2%	i	57	18.0	7.9%	-15.1%	13.6%	-13.0%
- O=C(c1ccc(CSc2nc3ccncc3[nH]2)cc1)N1CCCCCC1
  2.6%	0.6	2.3	i	-0.1%	i	50	44.5	7.2%	-2.5%	-25.9%	-5.4%
- COc1ccc(C(=O)c2c(-c3cccc(C)c3)oc3ccc(N4CCOCC4)cc23)cn1
  -1.1%	1.4	12.6	i	0.4%	i	81	18.7	6.1%	-14.1%[20 µM]	25.7%	13.6%
- Cc1cc(C)c2sc(N(CCN(C)C)C(=O)CCS(=O)(=O)c3ccccc3)nc2c1
  6.9%	3.2	-0.6	i	-0.1%	i	62	58.8	14.2%	-3.2%	-10.0%	3.8%
- CC(CN1CCOCC1)OC(=O)c1ccc(C(C)(C)C)cc1 (configuration not stated)
  5.1%	0.4	1.4	i	0.0%	i	77	49.5	-5.8%	-43.0%[20 µM]	15.8%	68.1%*
- Fc1ccccc1-c1nc(-c2ccccc2)no1
  -3.9%	0.4	2.5	i	0.4%	i	47	28.9	-4.0%	4.4%	-74.4%	-57.8%
- CNC(=O)C(=O)NCCc1ccc(Cl)cc1
  -1.8%	0.8	-1.6	i	0.1%	i	58	19.1	14.4%	8.0%	15.2%	/
- CC(NC(=O)C1(c2cccs2)CCOCC1)c1ccccc1 (configuration not stated)
  0.0%	0.9	-2.2	i	0.5%	i	62	5.9	6.9%	2.1%	5.1%	14.1%
- O=C(CNC(=O)c1ccc(Cl)c([N+](=O)[O-])c1)NCC1CCCO1 (configuration not stated)
  -2.4%	/	0.5	/	-0.1%	i	49	52.5	-4.1%	7.1%	-10.2%	-43.8%
- CC(C)CCN1CCN(Cc2cccc3nonc23)CC1CCO (configuration not stated)
  /	0.0	0.4	i	-0.1%	i	95	46.5	12.2%	-36.4%[20 µM]	-16.6%	-23.9%
- CCOC(=O)c1sc(=S)n(C)c1NC(=O)c1ccccc1
  -3.5%	0.6	3.6	i	0.2%	i	72	49.6	-0.9%	1.1%	7.0%	-17.8%
- CCOC(=O)CSc1ccc2nnc(CCNS(=O)(=O)c3ccccc3)n2n1
  4.2%	0.4	2.0	i	-0.3%	i	43	28.7	17.6%	-13.9%	12.3%	-30.6%
- Cc1noc(C)c1C(=O)Nc1ccc2ccccc2c1
  2.4%	3.8	1.3	i	0.2%	i	77	9.4	-8.0%	3.2%	-14.8%	-59.8%
- O=C(NCc1ccc(F)cc1)C1CCC(=O)N1CCc1ccccc1 (configuration not stated)
  -3.7%	2.4	-1.2	i	-0.1%	i	96	50.1	-1.0%	-2.5%	-3.5%	-13.4%
- O=C(/C=C/c1cccc([N+](=O)[O-])c1)NCCN1C(=O)S/C(=C\c2ccc(F)cc2)C1=O
  4.8%	1.6	0.4	i	-0.3%	i	64	40.0	10.2%	-41.7%	25.0%	0.5%
- COc1ccc(CNC(=O)COC(=O)/C=C/c2cccc(Br)c2)cc1
  1.6%	/	1.3	/	-0.4%	i	77	62.1	4.7%	-11.8%	-1.3%	-28.4%
- Cc1ccc(-c2nc(CSCC(=O)NCC3CCCO3)c(C)o2)cc1 (configuration not stated)
  0.0%	10.2	0.1	i	0.6%	i	70	6.0	-4.4%	-37.4%	5.0%	-0.8%
- COC(=O)c1sc(-c2ccccc2)cc1NC(C)=O
  -4.0%	0.5	0.0	i	0.0%	i	56	43.3	1.8%	3.2%	-0.4%	-29.9%
- CCc1ccc(C(=O)NNc2ccc(C)c(Cl)c2)cc1
  2.1%	0.1	-0.8	i	-0.1%	i	60	48.1	-8.1%	21.5%	-41.1%	-7.6%
- O=C(NCc1ccco1)c1cccc(F)c1
  0.0%	13.3	-0.2	i	-0.2%	i	57	9.9	-2.1%	-6.0%	2.3%	-2.8%

Whole records from above. Screens in order: KOR beta-arrestin-1 | Myeloid diff 2 GFP+ MAC1+ % | NTR1 agonist | Myeloid diff 2 | GPR55 activation | T cell HTS | NTR1 agonist cell count 20 µM | T cell HTS vesicle-bound % | GPR55 LPI antagonism | KOR beta-arrestin-2 | NOD2 inhibition | NOD1 NF-kB reporter
Record of COc1ccc(CNC(=O)COC(=O)/C=C/c2cccc(Br)c2)cc1 : 1.6% | / | 1.3 | / | -0.4% | i | 77 | 62.1 | 4.7% | -11.8% | -1.3% | -28.4%
Record of CCOC(=O)CSc1ccc2nnc(CCNS(=O)(=O)c3ccccc3)n2n1 : 4.2% | 0.4 | 2.0 | i | -0.3% | i | 43 | 28.7 | 17.6% | -13.9% | 12.3% | -30.6%

More entries:
Order of values: KOR beta-arrestin-1	Myeloid diff 2 GFP+ MAC1+ %	NTR1 agonist	Myeloid diff 2	GPR55 activation	T cell HTS	NTR1 agonist cell count 20 µM	T cell HTS vesicle-bound %	GPR55 LPI antagonism	KOR beta-arrestin-2	NOD2 inhibition	NOD1 NF-kB reporter
- COc1cccc(OC)c1C(=O)NC(=S)Nc1ccc2oc(-c3ccncc3)nc2c1
  -3.6%	0.7	1.8	i	-0.2%	i	85	33.5	2.6%	-9.0%	-176.6%	-16.9%
- COC(=O)CSc1n[nH]c(-c2cccnc2)n1
  -0.1%	5.0	0.2	i	0.0%	i	71	10.8	3.4%	-10.9%	-18.5%	-21.9%
- CC(=O)Nc1ccc(S(=O)(=O)NNC(=O)COc2ccc(C)cc2)cc1
  1.2%	1.3	-1.2	i	0.6%	i	37	47.8	-5.3%	23.9%	14.5%	-15.1%
- Cc1cccc(-n2ncc3c(N4CCCC4)ncnc32)c1
  -7.7%	4.8	5.1	i	-0.3%	+	47	12.5*	4.0%	-4.1%	-101.4%	-40.5%
- COc1ccc(-c2cnn3c4c(c(C)nc23)CCN4C(C)C)cc1OC
  -2.6%	0.4	1.8	i	0.3%	i	77	27.3	-7.6%	-30.6%	-1.9%	-21.2%
- COCCN(C(=O)CNC(=O)c1ccco1)C(C(=O)NC1CCCC1)c1ccc(OC)cc1 (configuration not stated)
  -3.4%	0.6	-0.8	i	-0.1%	i	47	35.7	-9.2%	-29.3%	18.4%	-5.1%
- C=CCOc1ccccc1CN1CCCC(CCC(=O)N(C)CCc2ccccn2)C1 (configuration not stated)
  -3.8%	0.8	1.0	i	0.9%	i	45	59.7	0.8%	-10.6%	2.3%	-29.2%
- O=C(Nc1ccccc1Oc1ccccc1)c1ccc(Br)o1
  -2.4%	0.9	1.8	i	-0.1%	i	42	59.1	16.0%	11.2%	6.6%	-10.0%
- CCc1c(C)sc(NC(=O)c2cnn3cccnc23)c1C#N
  0.3%	12.6	-1.0	i	0.0%	i	35	18.5	1.5%	12.1%	-9.1%	-4.6%
- COC(=O)c1cc(C(=O)Nc2ccc(Cl)cn2)cc([N+](=O)[O-])c1
  -1.8%	0.2	0.9	i	-0.3%	i	56	61.4	1.1%	-2.5%	0.5%	-31.3%
- COC(=O)NC1CCS(=O)(=O)C1 (configuration not stated)
  -2.7%	1.3	-0.6	i	-0.2%	i	55	9.6	9.6%	-14.4%	11.8%	-14.2%
- COc1cccc(C(=O)NC2CCN(C(=O)N3c4ccccc4Sc4ccccc43)CC2)c1
  1.1%	0.9	4.7	i	-0.4%	i	59	30.3	-5.2%	-17.6%	6.5%	17.2%
- O=C(c1ccc(Cl)c(S(=O)(=O)N2CCCCC2)c1)N1CCCC1
  -2.3%	1.1	0.1	i	0.2%	i	52	64.6	7.7%	32.2%	-13.3%	19.7%
- CSc1ncccc1C(=O)OCc1ccc(C#N)cc1
  12.0%	0.2	-0.3	i	-0.1%	i	88	37.5	-4.0%	-50.6%	1.5%	-11.3%
- Cc1ccccc1NS(=O)(=O)c1cccc(C(=O)Nc2cccc(C(=O)O)c2)c1
  1.9%	0.6	0.3	i	0.1%	i	82	55.9	-5.1%	-38.7%[20 µM]	7.3%	-31.1%
- COc1ccccc1CNCc1cc(Br)ccc1OC
  6.1%	0.2	0.3	i	0.1%	i	50	59.3	-0.6%	12.0%	2.4%	14.6%
- N#C/C(=C\c1ccc(Br)s1)C(=O)N1CCN(c2ccccc2)CC1
  3.9%	0.2	0.9	i	0.5%	i	76	11.5	2.0%	-16.2%	10.7%	1.6%
- Cc1cccc(Nc2nc(CC(=O)O)cs2)c1
  -2.9%	0.1	0.6	i	-0.4%	i	51	67.5	-4.6%	25.1%	6.8%	-57.6%
- Cc1nnc(N/N=C/c2ccc([N+](=O)[O-])cc2)n1N
  -5.6%	0.1	1.2	i	0.2%	i	61	21.4	-19.6%	-6.5%	8.2%	-31.1%
- COc1ccccc1NS(=O)(=O)c1cccc(C(=O)NN=C2CCCCCC2)c1
  0.9%	0.3	0.3	i	-0.2%	i	48	47.8	-1.3%	-7.4%	8.9%	-13.8%
- Nc1ccc(C(=O)N/N=C/c2cn(Cc3ccc(F)cc3)c3ccccc23)cc1
  -1.1%	4.2	2.7	i	-0.1%	i	54	54.2	9.9%	6.3%	-4.1%	-6.8%
- Cn1c(=O)oc2cc(S(=O)(=O)NCc3ccccn3)ccc21
  -6.3%	2.4	-0.1	i	-0.1%	i	63	25.9	0.1%	39.9%	3.7%	10.9%
- CCOC(=O)C1C(=O)CC(C)(O)C(C(=O)OCC)C1c1cc(Br)ccc1OC (configuration not stated)
  2.6%	0.6	-1.1	i	0.2%	i	81	45.0	23.1%	-8.5%	1.4%	-12.3%
